H1N1 NS1A inhibition = H1N1 influenza NS1A inhibitors, functional cell based assay (AID 504329); NS1A functional cell-based assay, percent inhibition; higher % means a stronger effect; inhibition, % at 12.5 µM, or IC50 in µM where a hit was titrated; 340,000 tested, 0.3% active; in the data active = a potency from the dose series; inconclusive = inhibition above about 27% without an active follow-up result; note: strong numbers were not always called active
VEEV TC-83 Vero = inhibitors of VEEV TC-83 cytopathic effect, confirmation, Vero cells (AID 588727). 350,000 tested, 0.13% active. inhibition, % at 20 µM, or IC50 in µM where a hit was titrated. Vero cells, VEEV TC-83 cytopathic effect inhibition; higher % means a stronger effect; in the data active = a potency from the dose series; inconclusive = inhibition mostly from about 14% at the one dose, without a potency; inactive = the rest, 99 in 100 with inhibition below about 12%; note: strong numbers were not always called active
H37Rv inhibition = M. tuberculosis growth inhibition, HTS (AID 449762) | M. tuberculosis H37Rv growth inhibition, 7H9 media; higher % means a stronger effect | inhibition, % at 25 µM, or IC50 in µM where a hit was titrated | 330,000 tested, 0.59% active; in the data active = a potency from the dose series; inconclusive = inhibition above about 70% without an active follow-up result;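 note: bacterial growth assessed after seven days of incubation; strong numbers were not always called active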
Salmonella PhoP GFP = PhoP regulon inhibitors, Salmonella typhi PhoP promoter GFP reporter, confirmatory (AID 1850). Salmonella Typhi PhoP-promoter GFP reporter, fluorescence, 4 h; higher % means a stronger effect. inhibition, % at 50 µM, or IC50 in µM where a hit was titrated. 310,000 tested, 0.33% active; in the data active = a potency from the dose series; inconclusive = inhibition mostly from about 25% at the one dose, without a potency; inactive = the rest, 99 in 100 with inhibition below about 19%;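 note: 0% = induced wells with vehicle and 100% = uninduced wells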
M. tuberculosis = growth inhibition of non-replicating M. tuberculosis (AID 488890); 320,000 tested, 0.39% active; Mycobacterium tuberculosis non-replicating, growth inhibition; higher % means a stronger effect; one-dose inhibition, % at 25 µM; IC50 in µM for titrated hits; in the data active = a potency from the dose series; inconclusive = inhibition mostly from about 82% at the one dose, without a potency; inactive = the rest, 99 in 100 with inhibition below about 76%;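 note: plate controls were DMSO cells for no effect and high antibiotic wells for full effect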
* marks the source's active call; other numbers are inactive results.

CCOC(=O)c1ccccc1NC(=O)c1cc2sccc2n1C was read as H1N1 NS1A inhibition 7%, VEEV TC-83 Vero 2.6%, H37Rv inhibition 1%, Salmonella PhoP GFP -4% and M. tuberculosis 19%.
`Cn1c(SCC(=O)c2cc3ccccc3o2)nnc1-c1ccccc1` gave H1N1 NS1A inhibition 9%, VEEV TC-83 Vero 0.4% and H37Rv inhibition 0%.
Screening Cc1cnc(C(=O)OCC(=O)N(C(C)C)C(C)C)cn1 returned H1N1 NS1A inhibition 2%, VEEV TC-83 Vero 2.4%, H37Rv inhibition -8%, Salmonella PhoP GFP 1% and M. tuberculosis -7%.
Cc1ccc(NC(=O)C2CCCN2S(=O)(=O)c2ccc3c(c2)n(C)c(=O)c(=O)n3C)cc1C (stereo not drawn) was read as H1N1 NS1A inhibition 8%, VEEV TC-83 Vero 0.4%, H37Rv inhibition 1%, Salmonella PhoP GFP -7% and M. tuberculosis 5%.
`CC(C)(C)C(=O)Nc1ccc(C(=O)CN2C(=O)NC3(CCOc4ccccc43)C2=O)cc1` (stereo not drawn) gave H1N1 NS1A inhibition -12%, VEEV TC-83 Vero 0.5%, H37Rv inhibition -4% and M. tuberculosis 46%.
For COc1cccc(OCc2nc3ncc(Br)cc3[nH]2)c1 the results were H1N1 NS1A inhibition 11%, VEEV TC-83 Vero 0.2%, H37Rv inhibition 7%, Salmonella PhoP GFP 12% and M. tuberculosis -4%.
Screening CCOc1ccc(CCNC(=O)COC(=O)c2ccccc2O)cc1OCC returned H1N1 NS1A inhibition -3%, VEEV TC-83 Vero 1.0%, H37Rv inhibition 5%, Salmonella PhoP GFP 6% and M. tuberculosis 58%.
Screening COc1ccc(C)cc1NC(=O)C(Sc1nnc(Nc2cc(C)ccc2OC)s1)c1ccccc1 (stereo not drawn) returned H1N1 NS1A inhibition -3%, VEEV TC-83 Vero 8.4%, H37Rv inhibition 11%, Salmonella PhoP GFP -2% and M. tuberculosis 12%.
For CSc1ncc(Cl)c(C(=O)C(C#N)c2nc3c(C)cc(C)cc3c(=O)[nH]2)n1 (stereo not drawn) the results were H1N1 NS1A inhibition -5%, VEEV TC-83 Vero 1.1%, H37Rv inhibition -8%, Salmonella PhoP GFP 5% and M. tuberculosis 41%.
Cc1ccc(CNC(=O)CN(c2ccc(Cl)cc2)S(C)(=O)=O)cc1 was read as H1N1 NS1A inhibition 2%, VEEV TC-83 Vero inactive, H37Rv inhibition 4%, Salmonella PhoP GFP -4% and M. tuberculosis -1%.
For Cc1ccc(S(=O)(=O)Nc2ccc(O)c(S(=O)(=O)c3ccc(C)cc3)c2)cc1 the results were H1N1 NS1A inhibition -6%, VEEV TC-83 Vero 6.6%, H37Rv inhibition 4%, Salmonella PhoP GFP -6% and M. tuberculosis 7%.
For O=C(CCc1ccccc1)Nc1ccc(S(=O)(=O)Nc2nccs2)cc1 the results were H1N1 NS1A inhibition 2%, VEEV TC-83 Vero inactive, H37Rv inhibition 56%, Salmonella PhoP GFP 14% and M. tuberculosis 73%.
`O=C(CN1C(=O)NC2(CCCC2)C1=O)Nc1cc(S(=O)(=O)N2CCCCC2)ccc1Cl` gave H1N1 NS1A inhibition -1%, VEEV TC-83 Vero 4.4%, H37Rv inhibition 8% and M. tuberculosis 47%.
`Cc1ccc(-c2nc(CS(=O)CC(=O)NCc3ccc(Cl)cc3)c(C)o2)cc1` (stereo not drawn) gave H1N1 NS1A inhibition 25%, VEEV TC-83 Vero 0.9%, H37Rv inhibition -1%, Salmonella PhoP GFP 3% and M. tuberculosis 6%.
Screening O=S(=O)(c1ccc(Cl)cc1)c1snnc1-c1ccccc1 returned H1N1 NS1A inhibition 17%, VEEV TC-83 Vero 9.2%, H37Rv inhibition 6.3µM*, Salmonella PhoP GFP -1% and M. tuberculosis inconclusive.
Screening Cc1nc(CNC(=O)c2cc(COc3c(F)cccc3F)on2)cs1 returned H1N1 NS1A inhibition -5%, VEEV TC-83 Vero inactive, H37Rv inhibition 1%, Salmonella PhoP GFP 11% and M. tuberculosis 9%.
N/C(=N\OC(=O)CCCc1ccccc1)c1ccccc1 was read as H1N1 NS1A inhibition -14%, VEEV TC-83 Vero 7.7%, H37Rv inhibition 0%, Salmonella PhoP GFP -2% and M. tuberculosis 30%.
`O=C(c1cccnc1)N1CCN(C(=O)c2cccs2)CC1` gave H1N1 NS1A inhibition 17%, VEEV TC-83 Vero inactive, H37Rv inhibition -4%, Salmonella PhoP GFP -3% and M. tuberculosis -10%.
`CC(Nc1n[nH]c(=S)[nH]c1=O)C(=O)OCc1ccccc1` (stereo not drawn) gave H1N1 NS1A inhibition -16%, VEEV TC-83 Vero 1.0%, H37Rv inhibition -17%, Salmonella PhoP GFP -13% and M. tuberculosis 28%.
Screening O=C(O)Cc1cccc2ccccc12 returned H1N1 NS1A inhibition -1%, VEEV TC-83 Vero inactive, H37Rv inhibition -11% and M. tuberculosis -2%.

Structural class, the compounds so far containing an aryl methoxy group.
For COc1cccc(OCc2nc3ncc(Br)cc3[nH]2)c1 the results were H1N1 NS1A inhibition 11%, VEEV TC-83 Vero 0.2%, H37Rv inhibition 7%, Salmonella PhoP GFP 12% and M. tuberculosis -4%.
Screening COc1ccc(C)cc1NC(=O)C(Sc1nnc(Nc2cc(C)ccc2OC)s1)c1ccccc1 (stereo not drawn) returned H1N1 NS1A inhibition -3%, VEEV TC-83 Vero 8.4%, H37Rv inhibition 11%, Salmonella PhoP GFP -2% and M. tuberculosis 12%.

Copied from the results shown (two entries):
For Cc1ccc(S(=O)(=O)Nc2ccc(O)c(S(=O)(=O)c3ccc(C)cc3)c2)cc1 the results were H1N1 NS1A inhibition -6%, VEEV TC-83 Vero 6.6%, H37Rv inhibition 4%, Salmonella PhoP GFP -6% and M. tuberculosis 7%.
For O=C(CCc1ccccc1)Nc1ccc(S(=O)(=O)Nc2nccs2)cc1 the results were H1N1 NS1A inhibition 2%, VEEV TC-83 Vero inactive, H37Rv inhibition 56%, Salmonella PhoP GFP 14% and M. tuberculosis 73%.

(further entries)
Screening Cc1occc1C(=O)n1nnc2ccccc21 returned H37Rv inhibition 1%, Salmonella PhoP GFP 8% and M. tuberculosis 1%.
`CC(C)Oc1ccc(/C(O)=C2/C(=O)C(=O)N(CCN3CCOCC3)C2c2ccccc2)cc1` (stereo not drawn) gave H1N1 NS1A inhibition -1%, VEEV TC-83 Vero 1.0%, H37Rv inhibition -6%, Salmonella PhoP GFP 8% and M. tuberculosis -4%.
For COC(=O)C1=C(C)NC(=O)NC1c1ccsc1 (stereo not drawn) the results were H1N1 NS1A inhibition 2%, VEEV TC-83 Vero 1.2%, H37Rv inhibition -10%, Salmonella PhoP GFP 4% and M. tuberculosis 11%.
For CCn1nc(NC(=O)c2cccnc2)c2cc3cccc(C)c3nc21 the results were H1N1 NS1A inhibition -14%, VEEV TC-83 Vero 12%, H37Rv inhibition 2%, Salmonella PhoP GFP 4% and M. tuberculosis 6%.
Screening O=S(=O)(c1ccc(-c2cnc(C3CC3)o2)cc1)N1CCN(c2ccccc2)CC1 returned H1N1 NS1A inhibition -5%, VEEV TC-83 Vero inactive, H37Rv inhibition -2%, Salmonella PhoP GFP 4% and M. tuberculosis 7%.
`NC(=O)CC(NC(=O)Cc1ccc(Br)cc1)c1ccc(NCC2CC2)c([N+](=O)[O-])c1` (stereo not drawn) gave H1N1 NS1A inhibition -3%, VEEV TC-83 Vero inactive, H37Rv inhibition 1%, Salmonella PhoP GFP 0% and M. tuberculosis -7%.
Screening CC(C)CC(=O)Nc1nnc(-c2ccco2)s1 returned H1N1 NS1A inhibition 5%, VEEV TC-83 Vero 0.7%, H37Rv inhibition 2%, Salmonella PhoP GFP -6% and M. tuberculosis 9%.
COc1cccc(C(=O)NC2CC3CCCC(C2)N3Cc2ccc(C)cc2)c1 (stereo not drawn) was read as H1N1 NS1A inhibition 6%, VEEV TC-83 Vero inactive, H37Rv inhibition 5%, Salmonella PhoP GFP -4% and M. tuberculosis 18%.
Screening Cc1cccc(N(C(=O)c2csnn2)C(C(=O)NC2CCCC2)c2ccncc2)c1 (stereo not drawn) returned H1N1 NS1A inhibition 6%, VEEV TC-83 Vero inactive, H37Rv inhibition 2%, Salmonella PhoP GFP 0% and M. tuberculosis 10%.
`CC(=O)Nc1ccc(NC(=O)C(C)OC(=O)CCCOc2ccc(Cl)cc2C)cc1` (stereo not drawn) gave H1N1 NS1A inhibition -9%, VEEV TC-83 Vero 3.4%, H37Rv inhibition -6%, Salmonella PhoP GFP -5% and M. tuberculosis -1%.
For CN(C)C1(CNC(=O)C2CCC(=O)N(Cc3ccc(Cl)cc3)C2)CCCCC1 (stereo not drawn) the results were H1N1 NS1A inhibition 0%, VEEV TC-83 Vero 4.5%, H37Rv inhibition -1%, Salmonella PhoP GFP -20% and M. tuberculosis 6%.
O=C(O)[C@]1(S(=O)(=O)c2ccccc2)C[C@@H]2ON=C(c3cccc(Br)c3)[C@@H]2C1 was read as H1N1 NS1A inhibition 13%, VEEV TC-83 Vero 0.1%, H37Rv inhibition -1%, Salmonella PhoP GFP -1% and M. tuberculosis -4%.
COc1ccc(NC(=S)N2CCc3ccccc32)cc1OC was read as H1N1 NS1A inhibition 0%, VEEV TC-83 Vero 12%, H37Rv inhibition -8%, Salmonella PhoP GFP -9% and M. tuberculosis 9%.
`O=C(OCC#CCSc1nc2ccccc2s1)c1ccco1` gave H1N1 NS1A inhibition -2%, VEEV TC-83 Vero inactive, H37Rv inhibition inconclusive, Salmonella PhoP GFP -2% and M. tuberculosis inconclusive.
Screening O=C(Nc1cc(Cl)ccc1-n1cncn1)c1cn2ccccc2n1 returned H1N1 NS1A inhibition 13%, VEEV TC-83 Vero 8.2%, H37Rv inhibition 5%, Salmonella PhoP GFP -2% and M. tuberculosis -5%.
Cn1c(=O)c2c(nc(NCc3ccccc3)n2CC(=O)NCc2ccccc2)n(C)c1=O was read as H1N1 NS1A inhibition 3%, VEEV TC-83 Vero 3.4%, H37Rv inhibition -17%, Salmonella PhoP GFP -6% and M. tuberculosis -18%.
COc1cc(C2NC(=O)NC(C)=C2C(C)=O)cc(OC)c1OC (stereo not drawn) was read as H1N1 NS1A inhibition 2%, VEEV TC-83 Vero inactive, H37Rv inhibition 8%, Salmonella PhoP GFP -1% and M. tuberculosis -19%.
COc1ccc(C(=O)NC(CCSC)C(=O)NCc2nnc3ccccn23)cc1 (stereo not drawn) was read as H1N1 NS1A inhibition -3% and VEEV TC-83 Vero 1.0%.
`CCOC(=O)C1CCCN(C(=O)c2cccc(S(=O)(=O)N3CCOCC3)c2)C1` (stereo not drawn) gave H1N1 NS1A inhibition 1%, VEEV TC-83 Vero 0.7%, H37Rv inhibition -2%, Salmonella PhoP GFP -6% and M. tuberculosis 3%.
`C/C(COc1ccccc1)=N\NC(=O)c1nnn(-c2nonc2N)c1CSc1ccccc1` gave H1N1 NS1A inhibition 0%, VEEV TC-83 Vero 5.6%, H37Rv inhibition -1%, Salmonella PhoP GFP 0% and M. tuberculosis 16%.
CCN(CC)c1ccc(/C=N/N2CCOCC2)c(O)c1 was read as H1N1 NS1A inhibition -5%, VEEV TC-83 Vero 1.6%, H37Rv inhibition -7%, Salmonella PhoP GFP -2% and M. tuberculosis -12%.
Screening O=C(O)c1ccccc1C(=O)NCc1ccc2c(c1)OCO2 returned H1N1 NS1A inhibition 13%, VEEV TC-83 Vero 0.5%, H37Rv inhibition 1%, Salmonella PhoP GFP -19% and M. tuberculosis -18%.
O=C(N/N=C/c1ccc(OC(F)F)cc1OC(F)F)c1ccc(Br)cc1 was read as H1N1 NS1A inhibition -5%, VEEV TC-83 Vero 1.0%, H37Rv inhibition 9%, Salmonella PhoP GFP 0% and M. tuberculosis 12%.
For COc1ccccc1CNC(=O)C1CCN(S(=O)(=O)c2ccc3c(c2)NC(=O)CO3)CC1 the results were H1N1 NS1A inhibition -14%, VEEV TC-83 Vero 3.0%, H37Rv inhibition 6%, Salmonella PhoP GFP -9% and M. tuberculosis 3%.
`COCCNC(=S)N(CCc1c(C)[nH]c2ccc(F)cc12)Cc1cccs1` gave H1N1 NS1A inhibition 10%, VEEV TC-83 Vero 6.2%, H37Rv inhibition 9%, Salmonella PhoP GFP -10% and M. tuberculosis 11%.
For COc1ccc(C2=NOC(C(=O)Nc3ccc(C)cc3)C2)cc1OC (stereo not drawn) the results were H1N1 NS1A inhibition -1%, VEEV TC-83 Vero 2.8%, H37Rv inhibition 3%, Salmonella PhoP GFP 10% and M. tuberculosis 16%.
`C=CCNC(C(=O)Nc1cccc(OC)c1)c1ccccc1` (stereo not drawn) gave H1N1 NS1A inhibition -11%, VEEV TC-83 Vero 1.1%, H37Rv inhibition -4%, Salmonella PhoP GFP -3% and M. tuberculosis 13%.
Screening COc1ccc(NC(=O)C(c2ccc(C)cc2)N(C)C(=O)c2cnccn2)cc1 (stereo not drawn) returned H1N1 NS1A inhibition 1%, VEEV TC-83 Vero 1.5%, H37Rv inhibition -3%, Salmonella PhoP GFP 15% and M. tuberculosis 29%.
